EPAC2 antag: EPAC2 (human) antagonism. EPAC2 GEF exchange of Rap1B-BODIPY-GDP, fluorescence. Potency, µM (titrated, usually from 114 µM), for inactives: top-dose activity, negative = inhibition, actives largely listed as inhibitors. 360,000 compounds, 0.18% hits. AID 720708; note: potency is the fitted concentration of half-maximal effect; % is set by controls: 0 for no effect and ±100 for the full control effect; nearly all actives have a fitted effect of over 45% in size; many of its hits are not listed in these tables
Target sequence (Q8WZA2 whole entry, looked up): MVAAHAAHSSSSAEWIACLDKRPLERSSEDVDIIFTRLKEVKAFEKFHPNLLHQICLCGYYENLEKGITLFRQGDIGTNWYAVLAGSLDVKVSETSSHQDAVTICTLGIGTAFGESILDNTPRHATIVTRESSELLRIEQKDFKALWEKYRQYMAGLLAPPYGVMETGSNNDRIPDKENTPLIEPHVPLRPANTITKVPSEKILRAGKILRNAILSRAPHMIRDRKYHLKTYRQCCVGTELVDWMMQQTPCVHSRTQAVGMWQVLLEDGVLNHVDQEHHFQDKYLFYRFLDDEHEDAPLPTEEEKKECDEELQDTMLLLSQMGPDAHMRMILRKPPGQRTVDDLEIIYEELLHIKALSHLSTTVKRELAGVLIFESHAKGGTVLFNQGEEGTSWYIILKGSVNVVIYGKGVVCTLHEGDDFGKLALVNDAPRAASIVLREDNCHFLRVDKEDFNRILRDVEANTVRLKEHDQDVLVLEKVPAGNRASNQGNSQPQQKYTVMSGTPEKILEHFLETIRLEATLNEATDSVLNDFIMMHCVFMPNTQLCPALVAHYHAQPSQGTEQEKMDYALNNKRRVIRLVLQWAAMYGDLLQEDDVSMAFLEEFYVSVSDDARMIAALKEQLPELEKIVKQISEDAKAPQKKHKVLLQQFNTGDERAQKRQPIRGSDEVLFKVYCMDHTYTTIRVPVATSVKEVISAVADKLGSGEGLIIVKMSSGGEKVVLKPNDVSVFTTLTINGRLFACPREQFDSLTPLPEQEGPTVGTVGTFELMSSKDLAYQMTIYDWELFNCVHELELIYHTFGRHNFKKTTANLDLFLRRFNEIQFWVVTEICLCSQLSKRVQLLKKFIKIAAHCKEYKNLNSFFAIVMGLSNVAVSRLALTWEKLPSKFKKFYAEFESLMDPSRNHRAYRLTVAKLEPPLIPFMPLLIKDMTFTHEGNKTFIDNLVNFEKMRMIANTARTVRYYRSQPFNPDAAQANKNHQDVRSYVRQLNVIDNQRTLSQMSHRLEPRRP
CCT chaperon mod: changes cytosolic chaperonin activity. 360,000 compounds, 0.3% hits. purified chaperonin ATPase assay, HTRF ADP detection, 30 min. activity change, % (concentration not given with the values), hits read low; in the data active = activity change below about -30%; note: % is set by controls: 0 for no effect and ±100 for the full control effect
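Enzyme 40 or 20 nM (batch-dependent) in Tris pH 7.4/KCl/MgCl2/DTT; cpd 76 uM single point; ATP 10 uM; 30 min 37 °C; Transcreener ADP HTRF detection, 30 min RT; ratio 665/615.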
EPAC2 ag: EPAC2 (human) agonism; Q8WZA2; EPAC2 activation, biochemical qHTS; response scale: 100% = 6.5 mM cAMP response; Potency, µM (top dose mostly 154 µM), inactives show at the top dose activation, hits mostly activators; 360,000 compounds, 0.079% hits; AID 720711; note: potency is the fitted concentration of half-maximal effect; nearly all actives have a fitted effect of over 50% in size
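Setup: EPAC2 100 nM, labeled Rap1B complex 250 nM, free GDP 50 uM. Compound titrations pinned in, brief spin, 5 min room temperature incubation. Kinetic fluorescence read over 30 min, normalized to 6.5 mM cAMP.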
Mm-Cpn inhibitor: inhibitors of Methanococcus maripaludis chaperonin (MmCpn) | purified Mm-Cpn ATPase, ADP Transcreener TR-FRET | Potency, µM (titrated, usually from 76.9 µM), without a hit: top-dose activity, negative = inhibition, most hits filed as inhibitors | 330,000 compounds, 0.031% hits; note: potency is the fitted concentration of half-maximal effect; % is set by controls: 0 for no effect and ±100 for the full control effect; nearly all actives have a fitted effect of over 80% in size
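ATPase read-out: TR-FRET ADP immunoassay (anti-ADP Eu cryptate vs ADP-d2), ex 320 nm, em 590/665 nm; signal drops as ADP forms. Enzyme 25 nM, ATP 10 uM, 30 min at 37°C after 10 min compound preincubation.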
Akt phos inh: inhibitors of Akt phosphorylation | Neuro2A IGF-stimulated pAkt S473 HTRF, 20 min; stronger effect = lower value | activity change, % for hits at 50 µM | 360,000 compounds, 0.32% hits; in the data active = activity change below about -80%; inconclusive = mostly about -51% to -80%; note: % is set by controls: 0 for no effect and ±100 for the full control effect
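Neuro2A cells (4,500/well, DMEM with 0.5% FBS) were treated with compound at a single 50 µM final concentration, stimulated with 6 nM IGF for 20 min at 37 °C, and lysed. Phospho-Akt Ser473 was read by HTRF as 665/615 ratio ×10^4.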
TGFb SMAD3 inh: blocks TGF-b signaling. HepG2 CAGA-GFP TGF-b/SMAD3 reporter, GFP fluorescence, 18 h; TGF-beta stimulated, 500 pg/mL final. Potency, µM (doses to about 46.1 µM), without a hit: at the top dose activity, negative = inhibition, actives largely listed as inhibitors. 410,000 compounds, 1.2% hits. AID 588855; note: potency is the fitted concentration of half-maximal effect; % is set by controls: 0 for no effect and ±100 for the full control effect; nearly all actives have a fitted effect of over 65% in size
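Inhibition of TGF-beta-driven CAGA-GFP reporter expression in HEPG2 cells is measured by cellular GFP fluorescence after 18 h stimulation with 500 pg/mL recombinant TGF-beta in 1% FBS medium at 37 degrees C.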
Nrf2 inh: inhibitors of Nrf2 signaling; A549 ARE-Fluc reporter, luciferase luminescence, 18-24 h; Potency, µM (doses to about 46 µM), for inactives: top-dose activity change, negative = inhibition, usual class: inhibitors; 360,000 compounds, 2.1% hits; AID 504444; note: potency is the fitted concentration of half-maximal effect; % is set by controls: 0 for no effect and ±100 for the full control effect; nearly all actives have a fitted effect of over 60% in size
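Quantitative HTS in A549 cells stably bearing an antioxidant response element-firefly luciferase construct. Inhibition of Nrf2-driven transcription was scored by luminescence after 18-24 h of compound exposure at 37 °C.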
A549 viability: A549 cytotoxicity, counter-screen for Nrf2 inhibitors | 390,000 compounds, 0.16% hits | Potency, µM (top dose mostly 46 µM), for the others: top-dose activity change, negative = cytotoxicity, actives largely listed as inhibitors | A549 ARE-Fluc cells, CellTiter-Fluor viability, 18-24 h | AID 504648; note: potency is the fitted concentration of half-maximal effect; % is set by controls: 0 for no effect and ±100 for the full control effect
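A549 ARE_Fluc cells in 5% FBS OPTI-MEM were exposed to compounds in concentration-response for 18-24 h at 37 deg C. Viability was read by CellTiter-Fluor fluorescence (Ex 405/Em 525) after 30 min, before the luciferase read.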
Nrf2 activator: activates Nrf2 signaling; Potency, µM (doses to about 46.1 µM), without a hit: at the top dose activation, usual class: activators; 410,000 compounds, 0.31% hits; AREc32 ARE-luciferase reporter (MCF7-derived line), luminescence, 24 h; note: potency is the fitted concentration of half-maximal effect; % of control where 0% means no effect; nearly all actives have a fitted effect of over 65% in size
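Nrf2 activation is followed as ARE-luciferase induction in the AREc32 line after one day of compound treatment; luminescence is read with Steady-Glo.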
An asterisk follows results filed as active; i = inactive; ? = inconclusive; . = no result given; [ ] = dose if it differs, or a comment. Unless noted, calls come from the whole dose curve; as a rule, active = well fitted curve in the direction sought with a large enough effect; inconclusive = small, poorly fitted or top-dose-only effect, or another doubt; inactive = no such curve, though single readings can be large; an effect the other way counts as inactive or inconclusive. A portion of the library (hit frequency here may not be typical).

SMILES | EPAC2 antag | CCT chaperon mod | EPAC2 ag | Mm-Cpn inhibitor | Akt phos inh | TGFb SMAD3 inh | Nrf2 inh | A549 viability | Nrf2 activator
Cc1ccc(NC(=O)C(C)N2C(=O)c3ccccc3C2=O)c(C)c1 (stereo not given) | 7% | -1.6 | 7% | 0% | i | 19% | 4% | 1% | 0.2%
CCN(CC)S(=O)(=O)c1cccc(NC(=O)CN(C)C2CCCCC2)c1 | 2% | 0.7 | -1% | 0% | i | 2% | 5% | 7% | 0.3%
COc1ccc(-c2c(NC(=O)c3ccco3)oc3ccccc3c2=O)cc1OC | -6% | 0.7 | -5% | 0% | i | -7% | 6% | -5% | 2.1%
Cc1cc(-n2nc(C)cc2C)nc(NS(=O)(=O)c2ccccc2Cl)n1 | 7% | 1.0 | 2% | 0% | i | -17% | 0% | 11% | -0.1%
Cc1ccc(C(=O)NC(=S)NNS(=O)(=O)c2ccccc2)cc1 | 6% | -1.6 | 2% | 1% | i | 9% | 20% | 8% | 4.8%
CCOC(=O)C1CCCN(C(=O)N2CCOCC2)C1 (stereo not given) | 9% | 0.1 | 1% | -1% | i | ? | 10% | 1% | -0.6%
O=C(CCN1CCOCC1)NNC(=O)/C(=C/c1ccccc1)NC(=O)c1ccccc1 | 9% | 1.4 | -3% | 0% | i | 7% | 20% | 3% | -0.6%
N=C1C(c2ccccc2)=C(O)C2CCc3ccccc3N12 (stereo not given) | -3% | -3.1 | 5% | 0% | i | 11% | -1% | -2% | -0.9%
CCN(CC)c1ccc(NC(=O)c2ccc(=O)[nH]c2)cc1S(=O)(=O)Nc1ccc(OC)cc1 | -10% | 0.6 | 7% | 0% | i | -2% | -1% | -3% | 0.2%
O=C(CN1CCN(c2ncccn2)CC1)N(Cc1ccccc1)c1ccc(F)cc1 | -13% | -11 | 5% | -2% | i | -13% | -35% | 9% | 0.2%
O=C(CN1CCN(Cc2ccc(F)cc2)CC1)NCc1ccccc1 | -4% | 0.3 | 3% | ? | i | -6% | -21% | 1% | 0.5%
Nc1c(C(=O)Nc2ccc3c(c2)OCCO3)nnn1Cc1cccc(Br)c1 | 0% | 1.3 | 14% | -8% | i | -5% | 22% | -18% | 6.1%
Cc1ccc(C(=O)NCC(=O)OCC(=O)Nc2cc(S(=O)(=O)N3CCOCC3)ccc2Cl)s1 | -5% | -4.8 | 11% | -2% | i | -14% | 0% | 4% | 0.3%
CCOc1cc(S(=O)(=O)Nc2ccc(Cl)cn2)ccc1Cl | 4% | -0.8 | -6% | -5% | i | -5% | 4% | 0% | -0.6%
CCOc1ccc(-n2c(=S)sc3c(=O)[nH]c(SCC(=O)N4CCC(C)CC4)nc32)cc1 | -1% | 0.7 | 11% | 1% | i | ? | -6% | 2% | -0.7%
Cc1cc(NC(=O)COC(=O)C2CC(=O)N(c3cccc(Cl)c3)C2)no1 (stereo not given) | 6% | -0.3 | 2% | 0% | i | 0% | 7% | -8% | 0.1%
Cc1cccc(N2CCN(C(=O)c3cn(C4CCCCC4)c(=O)c4c3c3ccccc3n4C)CC2)c1C | . | . | . | . | . | -28% | -11% | -2% | -0.1%
N#Cc1c(-c2ccccc2)ccnc1Oc1ccccc1 | -2% | -20 | 10% | 1% | i | 5% | . | 1% | 5.7%
Nn1c(-c2ccc(F)cc2)nc2ccccc2c1=O | 22% | -2.2 | 7% | -1% | i | -4% | -7% | 10% | 2.3%
CCOC(=O)C1CCN(C(=O)c2nn(-c3ccc(C)cc3)c(=O)c3c2c2ccccc2n3C)CC1 | . | . | . | . | . | -5% | 11% | 0% | 0.8%

Whole records, quoted from the list. Order of values: EPAC2 antag, CCT chaperon mod, EPAC2 ag, Mm-Cpn inhibitor, Akt phos inh, TGFb SMAD3 inh, Nrf2 inh, A549 viability, Nrf2 activator
Record of `COc1ccc(-c2c(NC(=O)c3ccco3)oc3ccccc3c2=O)cc1OC` : -6%, 0.7, -5%, 0%, i, -7%, 6%, -5%, 2.1%
Record of `Cc1cc(-n2nc(C)cc2C)nc(NS(=O)(=O)c2ccccc2Cl)n1` : 7%, 1.0, 2%, 0%, i, -17%, 0%, 11%, -0.1%

(listing goes on)
SMILES | EPAC2 antag | CCT chaperon mod | EPAC2 ag | Mm-Cpn inhibitor | Akt phos inh | TGFb SMAD3 inh | Nrf2 inh | A549 viability | Nrf2 activator
C=C(C)CN(CC)C(=O)CSc1ccc(S(=O)(=O)N2CCN(C)CC2)cn1 | 5% | -2.1 | 10% | 2% | i | -9% | -8% | 3% | 0.2%
COc1ccc(C(=O)N/N=C/c2ccc(OC)c(COc3ccccc3)c2)cc1 | -7% | 3.1 | 8% | 0% | i | 2% | -21% | 6% | 1.7%
Cc1ccc(OCC(=O)Nc2ccc3c(c2)C(=O)NC3=O)c(C)c1 | 3% | 0.6 | -1% | -2% | i | -23% | -14% | 7% | -0.8%
O=C(NCC(c1ccco1)N1CCCC1)c1cn(Cc2ccccc2)nc1-c1ccccc1 (stereo not given) | 7% | 1.2 | -4% | 2% | i | 1% | 7% | -2% | -0.5%
COc1cccc(/C=N/NC(=O)C(C)Cn2cnc3ccccc32)c1 (stereo not given) | 12% | -1.1 | 3% | 2% | i | ? | ? | -14% | 4.4%
O=C(N=C1SC2CS(=O)(=O)CC2N1CCc1ccc(F)cc1)C1CCCCC1 (stereo not given) | -1% | -0.8 | -7% | 0% | . | 1% | ? | 2% | -0.4%
Cc1ccc(S(=O)(=O)N2CCOCC2)cc1C(=O)Nc1cccc(C(=O)NC2CC2)c1 | 5% | -2.7 | -3% | 1% | i | 21% | -3% | 1% | -0.1%
CS(=O)(=O)c1ccc(S(=O)CC(=O)OCc2ccccc2)c([N+](=O)[O-])c1 (stereo not given) | -5% | -2.5 | 5% | 2% | i | 4.5µM* | 18µM* | ? | ?
Cn1c(=N)n(CC(=O)c2ccc(Br)cc2)c2ccccc21 | 15% | 1.7 | 0% | . | i | 5% | ? | -23% | 3.5%
c1ccc(-c2ccc3cnccc3n2)cc1 | 4% | -0.1 | 2% | . | i | 1% | . | . | 6.5%
CN1CCCC(CC2Oc3ccccc3Sc3ccccc32)C1 (stereo not given) | 2% | -1.4 | 9% | -1% | i | ? | -8% | -22% | 6.1%
COc1ccc(-n2c(N)c(Br)c(=O)[nH]c2=O)cc1 | 1% | -2.3 | 5% | -29% | i | 1% | -15% | -19% | 0.1%
Cn1c(CCNC(=O)c2ccc(Cl)cc2)n[nH]c1=S | 1% | -0.4 | -9% | 1% | i | 9% | ? | -3% | 2.7%
C#CC(C)OC(=O)Nc1cnccc1C(F)(F)F (stereo not given) | 0% | 1.2 | 3% | -1% | i | 0% | -13% | 2% | 0.1%
Cc1ccc2oc(C(=O)NCc3ncc(C)[nH]3)c(C)c2c1 | -5% | -2.2 | 0% | 0% | i | 0% | 6% | -13% | 0.7%
CCOc1ccc(NC(=O)c2cnn3c2NC(c2cccc(OC)c2)=CC3c2ccccc2)cc1 (stereo not given) | . | . | . | . | . | 1% | -11% | 0% | -1.2%
COc1ccccc1NC(=O)CN1C(=O)CSc2ccc(S(=O)(=O)N3CCCC3)cc21 | . | . | . | . | . | ? | -17% | 0% | 1.2%
Cc1ccc(-c2csc(NC(=O)CSc3nc(C)cc(=O)[nH]3)n2)cc1 | -5% | 1.3 | 4% | -1% | i | -4% | ? | 11% | 3.1%
C/C(=C/C(=O)N1CCN(C)CC1)C(=O)O | 0% | 2.2 | 3% | -2% | i | 4% | 10% | -11% | 0.2%
CC(C)CCn1cnc2c(cnn2-c2ccc(Cl)cc2)c1=O | 1% | -0.8 | 3% | -1% | i | 6% | 2% | -2% | -0.2%
Cc1ccccc1C(=O)NCCN1CCOCC1 | 0% | -3.5 | 5% | 1% | i | 10% | -21% | 0% | -0.5%
O=C(CN1CCN(c2ccc(O)cc2)CC1)Nc1cc(S(=O)(=O)N2CCCC2)ccc1Cl | -12% | -0.2 | 2% | 0% | i | -2% | ? | 14% | 3.4%
CCOC(=O)c1cc(OC(=O)Cc2ccc(OC)c(S(=O)(=O)N3CCOCC3)c2)cc(C(=O)OCC)c1 | -25% | 2.2 | 4% | . | i | -22% | . | . | -0.2%
O=C(NCc1cccnc1)c1ccc(-c2ccc(Cl)cc2)o1 | -7%[57.1 µM] | 1.6 | -2% | ? | i | ? | ? | -3% | 11%
COc1ccc(C2C(=O)N(C3CCCCC3)CC(=O)N2Cc2ccc3c(c2)OCO3)cc1 (stereo not given) | -5% | -3.5 | 14% | 1% | i | 11% | -6% | 4% | -0.4%

Retrieved one by one from the entries so far:
SMILES | EPAC2 antag | CCT chaperon mod | EPAC2 ag | Mm-Cpn inhibitor | Akt phos inh | TGFb SMAD3 inh | Nrf2 inh | A549 viability | Nrf2 activator
O=C(NCC(c1ccco1)N1CCCC1)c1cn(Cc2ccccc2)nc1-c1ccccc1 (stereo not given) | 7% | 1.2 | -4% | 2% | i | 1% | 7% | -2% | -0.5%
CCOC(=O)C1CCN(C(=O)c2nn(-c3ccc(C)cc3)c(=O)c3c2c2ccccc2n3C)CC1 | . | . | . | . | . | -5% | 11% | 0% | 0.8%
Cc1cccc(N2CCN(C(=O)c3cn(C4CCCCC4)c(=O)c4c3c3ccccc3n4C)CC2)c1C | . | . | . | . | . | -28% | -11% | -2% | -0.1%

Bioassay records (PubChem)
